Screening results (PubChem)
HTR5A inv ctr: inverse agonist of human HTR5A in OPRM1-OPRD1 counter-screen. AID 504634. 340,000 tested, 0.083% active. P47898. inhibition, % at 9.3 µM. HTR5A cell line, luminescence, inverse agonism; in the data active means inhibition mostly above about 23%, no sharp cut-off; inactive means mostly below about 18%;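 further: 0% = cells with DMSO and 100% = no-cell wells with DMSO; some compounds called inactive have numbers as strong as hits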
Target sequence (P47898 whole entry, looked up): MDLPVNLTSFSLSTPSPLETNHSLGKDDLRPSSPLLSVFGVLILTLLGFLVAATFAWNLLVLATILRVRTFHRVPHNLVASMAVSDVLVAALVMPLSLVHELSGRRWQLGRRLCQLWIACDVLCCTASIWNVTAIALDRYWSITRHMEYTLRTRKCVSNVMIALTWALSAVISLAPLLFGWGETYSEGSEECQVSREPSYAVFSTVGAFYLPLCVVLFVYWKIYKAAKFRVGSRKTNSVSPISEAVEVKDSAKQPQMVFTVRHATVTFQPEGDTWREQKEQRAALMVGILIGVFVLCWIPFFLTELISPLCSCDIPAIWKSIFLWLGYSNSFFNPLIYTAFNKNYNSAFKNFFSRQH
HTR5A ag: counter-screen for OPRM1-OPRD1 agonists: human HTR5A agonism | P47898 | HTR5A agonist assay, luminescence, cell-based | activation, % at 9.3 µM | 340,000 tested, 0.61% active | AID 504692; in the data active means activation mostly above about 9.5%, no sharp cut-off; inactive means mostly below about 7.6%;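 further: 0% = cells with vehicle only and 100% = reference agonist; strong numbers were not always called active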
Pemphigus Ab inh: blocks pemphigus antibody binding to human desmoglein-3 | 310,000 tested, 0.48% active | DSG3-coupled beads, scFv-anti-DSG3-GFP binding, flow cytometry; active compounds read low | P32926 | binding (percent of control), % at 10 µM | AID 588358;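 active means binding more than 3 SD below its plate's average and above zero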;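 further: hits lower antibody fragment binding to DSG3; some compounds called inactive have numbers as strong as hits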
MOR-DOR inv ag: mu-delta opioid heterodimer inverse agonism; P35372+P41143; cell-based MOR-DOR heterodimer luminescence; inhibition, % at 9.3 µM; 340,000 tested, 0.21% active; in the data active means inhibition above about 22%, passing the limit was not always enough;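 further: 0% = cells with DMSO and 100% = wells without cells with DMSO; values of inactives mirror those of a sister screen read the other way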
PKA-R1A act: activates the PKA-R1A holoenzyme complex. P00514+P68181. PKA-R1A dissociation, Cy5-IP20 fluorescence polarization; scaled: DMSO 0%, 113 µM cGMP 100%. activation, % at 11.4 µM. 340,000 tested, 0.083% active;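 active means percent activation above the mean of all tested compounds plus 3 SD, cut at about 19% in these data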;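 further: higher means more PKAc released from R1A so a rise in polarization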
DAGLB inh: blocks human DAGLB lipase activity; inhibition, % at 5.17 µM; 340,000 tested, 0.059% active; HEK293T DAGLB membrane lysate, EnzChek fluorogenic substrate; AID 504411; in the data active means inhibition above about 34%;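 further: 0% = enzyme with vehicle and 100% = wells lacking enzyme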
PKA-R2B activ: PKA-R2B complex activation. activation, % at 11.4 µM. P22694+P31323. AID 504700. 340,000 tested, 0.079% active. PKA-R2B holoenzyme dissociation, Cy5-IP20 fluorescence polarization; R2B truncated from residue 108, S112A mutant; 0% DMSO only, 100% 113 µM cGMP;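 active means activation above a cutoff set at the mean over all compounds plus 3 SD, cut at about 18% in these data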;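 further: higher means more holoenzyme dissociation and a rise in polarization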
Target sequence (P31323 whole entry, looked up, other chains not shown, the tested form may be a part): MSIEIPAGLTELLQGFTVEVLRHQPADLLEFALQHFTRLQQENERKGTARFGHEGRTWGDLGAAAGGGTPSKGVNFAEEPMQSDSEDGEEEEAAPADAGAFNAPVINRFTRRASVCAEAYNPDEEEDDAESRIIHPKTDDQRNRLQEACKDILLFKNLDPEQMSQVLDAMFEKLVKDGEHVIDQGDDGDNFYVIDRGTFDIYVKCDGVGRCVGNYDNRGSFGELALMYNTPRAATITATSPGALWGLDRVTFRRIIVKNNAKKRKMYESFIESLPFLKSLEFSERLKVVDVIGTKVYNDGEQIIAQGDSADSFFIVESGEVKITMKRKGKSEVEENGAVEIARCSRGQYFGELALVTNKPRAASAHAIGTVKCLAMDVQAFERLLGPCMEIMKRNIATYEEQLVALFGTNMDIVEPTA
Arr AP2 block: blocks beta-arrestin peptide binding to AP2 adaptin | inhibition, % at 10 µM | FITC-arrestin peptide / GST-AP2 beads, flow cytometry; AP2 beta2 appendage carries R879A mutation | 340,000 tested, 0.31% active;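 active means inhibition above a set limit, near 3 SD of compounds lacking own fluorescence, cut at about 54% in these data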;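 further: plate controls were DMSO wells for no effect and 5 µM unlabelled arrestin peptide for full effect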
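System: GST-AP2 R879A glutathione beads. Medium: PBS with 0.05% Tween 20 and 0.1% BSA. Also added: FITC-arrestin peptide, 50 nM. Incubation: 12 min plus 1 h, RT. Measured by: high-throughput flow cytometry of beads, ex 488, em 535 nm. Evaluation: percent drop in bead-associated FITC signal.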
OPRM1-OPRD1 ag: OPRM1-OPRD1 heterodimerization agonism; P35372+P41143; cells, luminescence; activation, % at 9.3 µM; 340,000 tested, 0.3% active; AID 504326; in the data active means activation above about 18%;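 further: 0% = vehicle-treated cells and 100% = reference agonist; values of inactives mirror those of a sister screen read the other way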
V-ATPase pH: regulators of yeast V-ATPase proton transport | S. cerevisiae, pHLuorin cytosolic pH fluorescence | response, % at 10 µM | 350,000 tested, 0.37% active; in the data active means response mostly above about 7.3%, no sharp cut-off; inactive means mostly below about 5.4%; further: actives read high; inactives centre near 0; some compounds called inactive have numbers as strong as hits; reference of the scale not given here
* marks the source's active call; other numbers are inactive results; · = not tested or not shown. An unsorted share of the library; overall some 2.4% were active at least once.

compound	HTR5A inv ctr	Pemphigus Ab inh	MOR-DOR inv ag	V-ATPase pH	PKA-R2B activ	DAGLB inh	HTR5A ag	Arr AP2 block	PKA-R1A act	OPRM1-OPRD1 ag
Cc1ccn2c(Nc3ccccc3C)c(-c3cccnc3)nc2c1	8	100	-4	1	-12	2	-3	6	1	0.8
COc1ccc(/C=N/NC(=O)c2ccc(CN3c4cccc5cccc(c45)S3(=O)=O)cc2)cc1	-2	95	-2	3	-5	-3	1	6	-12	0.3
Cc1ccccc1N/C(SCc1ccc(Cl)cc1)=C(/C#N)C(N)=O	-14	100	-25	-1	-13	2	6	-8	-20	4.7
Cc1ccc(C)c(C(=O)COC(=O)c2n[nH]c3ccccc23)c1	-17	·	-36	-3	-2	-1	4	1	5	7.3
Cc1nc(CN(C)Cc2nc(Cc3ccccc3Cl)no2)cs1	-27	91	0	-6	-9	-10	5	5	2	-0.1
CCC1Oc2ccc(C)cc2N(CC(=O)N(Cc2ccc(C)o2)C2CCCC2)C1=O (configuration not stated)	5	106	-9	-1	-4	-7	2	-1	-7	1.6
COc1cc2ccccc2cc1C(=O)Nc1nnc(-c2ccncc2)o1	-8	104	8	1	-12	-1	3	14	-15	-1.6
Cn1nc(OC(=O)Nc2ccc(F)cc2)cc1C(F)(F)F	-23	61	11	0	-1	1	-3	-9	0	-1.8
CCN(CC)C(=O)C1=C(C)Nc2nnnn2C1c1cccnc1 (configuration not stated)	-16	121	-2	3	4	-4	-2	-8	12	0.6
CCC1CCCCN1C(=S)Nc1ccc(OC(F)F)cc1 (configuration not stated)	2	109	3	3	8	1	1	10	6	-0.6
CCCCC(=O)NC(Nc1sc2c(c1C(N)=O)CCCC2)(C(=O)OCC)C(F)(F)F (configuration not stated)	-19	110	14	-1	-12	-1	8	-2	-9	-2.6
CS(=O)(=O)N1CCN(c2nnc(-c3ccccc3)c3ccccc23)CC1	-11	98	19	-3	2	-1	4	-4	6	-4.4
COc1ccc(C(=O)Oc2cc(C)[nH]c(=O)c2[N+](=O)[O-])cc1	-9	97	13	-1	0	-1	3	-1	-6	-2.2
CCCc1nnc(NC(=O)CCC(=O)NCCc2ccc(Cl)cc2)s1	-21	91	16	-1	-7	0	-3	11	-12	-3.1
Cc1cccc(NCC(=O)N/N=C\c2ccc[nH]2)c1	-17	·	2	2	1	0	6	0	-2	-0.4
CC1CCCC(NC(=O)CNC(=O)c2cccs2)C1C (configuration not stated)	-2	101	-27	-6	3	1	-1	-9	-9	4.2
Cc1ccccc1NC(=S)N1CCCCCC1	6	·	14	-2	0	1	8	-3	5	-2.8
CCCCOC(=O)n1ccc(C(=O)Nc2ccccc2OC)n1	-2	80	-3	-1	-3	-6	1	12	-12	0.6
Cc1cc(C(C)(C)C)cc(S(=O)(=O)Nc2cccc(C(=O)O)c2)c1C	-3	107	14	5	-3	6	-2	-3	0	-2.5
Cc1ccc2[nH]cc(S(=O)(=O)c3ccc(F)cc3)c(=O)c2c1	-8	93	-2	1	3	-3	2	22	-1	0.4
CCOC(=O)c1cnc(SCc2nc(N)nc(Nc3ccc(C)cc3)n2)nc1N	6	104	-14	-1	2	-2	1	1	-4	3.4
CC(C)(C)C1CCc2onc(C(=O)Nc3cccc(O)c3)c2C1 (configuration not stated)	0	115	-75	-8	-2	2	8	-5	-5	13
O=[N+]([O-])c1ccc(NC(=S)N2CCOCC2)cc1	-7	93	17	-1	-14	0	1	-5	-4	-3.2
O=C(Nc1ccn(-c2ccccc2)n1)c1ccc(Cl)cc1	-11	105	-19	1	-8	-11	-1	20	0	3.6
COc1cc(NS(=O)(=O)c2ccc(NC(=O)Cc3ccccc3)cc2)nc(OC)n1	0	107	-7	-1	-14	4	0	-6	-10	1.3

Reprinted at random: 2 entries already listed
compound	HTR5A inv ctr	Pemphigus Ab inh	MOR-DOR inv ag	V-ATPase pH	PKA-R2B activ	DAGLB inh	HTR5A ag	Arr AP2 block	PKA-R1A act	OPRM1-OPRD1 ag
CCC1Oc2ccc(C)cc2N(CC(=O)N(Cc2ccc(C)o2)C2CCCC2)C1=O (configuration not stated)	5	106	-9	-1	-4	-7	2	-1	-7	1.6
CCCCOC(=O)n1ccc(C(=O)Nc2ccccc2OC)n1	-2	80	-3	-1	-3	-6	1	12	-12	0.6

(list continues)
compound	HTR5A inv ctr	Pemphigus Ab inh	MOR-DOR inv ag	V-ATPase pH	PKA-R2B activ	DAGLB inh	HTR5A ag	Arr AP2 block	PKA-R1A act	OPRM1-OPRD1 ag
CCNc1nc(N)c(C(=C(C#N)C#N)c2ccccc2)s1	28	112	11	0	0	-1	-4	3	1	-2.2
CCCCCC(=O)Nc1nc(C)c(-c2csc(Nc3cc(OC)ccc3OC)n2)s1	-8	103	4	4	-8	-1	0	-6	0	-0.8
Cc1ccc(S(=O)(=O)N2CCC(C(=O)N3CCN(c4ccccn4)CC3)CC2)cc1	-9	120	1	2	-12	-1	2	-8	-2	-0.1
Cc1ccc(N=C2SC(C(=O)NCCc3ccccc3)CC(=O)N2C)cc1C (configuration not stated)	10	126	-14	4	-15	-5	-1	-15	0	2.7
Cc1ccc2c(c1)C1CN(C)CCC1N2S(=O)(=O)c1ccc(C(C)C)cc1 (configuration not stated)	·	98	·	-2	4	-3	·	36	14	·
CN=c1scc(-c2ccccc2F)n1/N=C/c1ccc(O)c(O)c1O	-5	89	-87	-2	-6	7	2	11	-3	18*
COc1cc2nc(CN(C)Cc3ccc(C(C)(C)C)cc3)[nH]c(=O)c2cc1OC	10	100	-6	4	0	-1	2	20	-3	1.1
NC(=O)NC(=O)COC(=O)CN1C(=O)C2CCCCC2C1=O (configuration not stated)	-5	89	15	-2	-4	0	0	-1	-4	-2.9
CC1=C(C(=O)OCc2ccccc2)C(c2cccs2)N2C(=O)CCSC2=N1 (configuration not stated)	13	103	-4	2	1	1	-5	23	-10	0.7
CC(C(=O)NC(=O)NC1CCCCC1)N(C)CC(=O)Nc1ccc(F)c(F)c1F (configuration not stated)	-1	100	-7	-1	1	2	0	3	6	1.4
COc1ccc(NC(=O)c2ccccc2)cc1NS(=O)(=O)c1ccc(F)cc1	14	100	8	1	-6	-1	-4	-3	-4	-1.4
Cc1ccc(-n2ncc3c(=O)n(CC(=O)N(C)C)cnc32)cc1	-2	101	11	-2	1	-2	0	8	-1	-2.4
CC(C)CCN(C(=O)Nc1ccc(Cl)cc1)C1CCN(C(C)C)CC1	3	95	16	-3	-2	-1	-1	22	-7	-3.0
CCOC(=O)CNC(=O)c1nn(-c2ccc(OCC)cc2)c(=O)c2ccccc12	10	110	8	3	6	-3	2	20	3	-2.0
Cc1[nH]n(-c2ccccc2)c(=O)c1/C=N/c1ccccn1	9	·	1	0	-5	0	-4	-9	-11	-0.3
COc1ccc(/C=C/C(=O)Nc2ccc(C)cc2)cc1S(=O)(=O)N1CCOCC1	-23	93	7	-3	-3	0	4	-4	-3	-1.3
COC(=O)c1cc2n(n1)CCN(Cc1ccc(F)cc1)C2=O	-12	99	0	-2	0	0	8	-10	-10	0.0
CCOC(=O)C1=C(C)N(CCCC(=O)O)C(=O)NC1c1ccccc1OS(=O)(=O)c1ccccc1[N+](=O)[O-] (configuration not stated)	-8	103	-324	4	-11	2	3	18	-7	56*
COc1ccc2c(c1)c(=O)oc1cc(OCC(=O)NCC3CCC(C(=O)O)CC3)ccc12 (configuration not stated)	10	-19*	-10	-1	3	-1	3	4	5	2.1
CCOC(=O)C1(C)NC(c2ccc(OC)cc2OC)C2C(=O)N(CC)C(=O)C21 (configuration not stated)	11	104	8	-1	-10	1	7	3	0	-1.5
O=C(NC(=S)NN1CCCCC1c1cccnc1)c1ccc(Br)cc1 (configuration not stated)	-12	·	11	3	3	-2	-2	1	0	-2.2
CCN(CC)S(=O)(=O)c1ccc(N2CCOCC2)c(NC(=O)c2cccc3c(=O)c(C)c(-c4ccccc4)oc23)c1	-13	89	10	-6	-9	0	5	7	-1	-1.8
COc1ccc(CC(=O)NCC(=O)N/N=C/c2sccc2C)cc1	-2	96	18	-1	1	1	0	28	1	-3.5
Cc1ccccc1OCC(O)Cn1c(N2CCCCC2)nc2c1c(=O)[nH]c(=O)n2C (configuration not stated)	0	102	6	2	-2	4	-3	-3	-6	-1.1
Cc1onc(-c2ccccc2)c1C(=O)Nc1nnc(C(C)(C)C)s1	7	99	10	-2	-3	0	-3	24	-2	-1.9
C/C(=N/NS(=O)(=O)c1ccc(F)cc1)c1ccc(NC(=O)c2ccc(C)o2)cc1	9	103	7	-1	-5	0	5	-5	1	-1.6
CC(=O)OC(C(=O)NCCN1CCOCC1)c1c(F)cccc1F (configuration not stated)	4	98	-3	2	-1	-1	-2	20	-15	0.6
O=C(NCc1n[nH]c(=S)n1-c1ccc(Br)cc1)c1ccc(S(=O)(=O)N2CCOCC2)cc1	5	110	-19	1	-2	0	-1	-4	-1	4.0
CCC(=O)N(CCC(Cc1ccccc1)c1ccco1)Cc1ccco1 (configuration not stated)	-2	·	-9	-2	-10	-6	1	9	-4	1.9
COc1ccc(NC(=O)c2c(OC)cccc2OC)c(OC)c1	21	·	12	-1	-11	4	1	6	5	-2.3
COc1cccc2c(=O)ccoc12	10	77	11	-1	-8	1	-4	5	-6	-2.0
CCN1CCCC1CNC(=O)C1CCCN(S(=O)(=O)c2cccc3nsnc23)C1 (configuration not stated)	-24	97	14	1	1	-2	-8	-6	0	-2.3
COc1cccc(-c2cc(C(=O)N3CCN(c4ccc(F)cc4)CC3)no2)c1	-15	106	16	-5	-4	-2	6	24	3	-3.1
Cc1cccc(-n2nnnc2-c2cnccc2C(F)(F)F)c1C	8	·	10	5	0	1	-5	-10	1	-2.0
CCc1noc(C)c1C(=O)N1CCCC(N2CCN(c3ccc(F)cc3)CC2)C1 (configuration not stated)	-19	112	-2	-6	4	-5	3	7	-8	0.3
CCOC(=O)C1=CNS(=O)(=O)NC1c1ccc(C#N)cc1 (configuration not stated)	-4	106	10	0	-1	-2	1	10	-10	-2.0
CCOC(=O)N/N=C\c1ccc([N+](=O)[O-])s1	-9	99	-13	0	3	1	3	-4	1	2.2
O=[N+]([O-])c1ccc2c(c1)C(=NO)c1cc(F)ccc1-2	17	105	-41	1	-5	-7	-5	-16	-6	9.4
CN(C)/C=C/C(=O)c1cnc2sccn2c1=O	-1	98	9	1	5	1	0	-1	-10	-1.9
CCn1cc(C(=O)NCc2cccnc2)c(=O)c2cc(F)c(N3CCN(C(=O)c4ccco4)CC3)cc21	-2	103	6	-3	2	0	0	5	10	-1.2
C/C(=N\OCc1nc2ccccc2c(=O)n1/N=C/c1cc(C)cc([N+](=O)[O-])c1O)c1ccccc1	6	99	15	-3	-4	1	-2	-13	8	-2.8
Oc1ccc(Cl)cc1C=Nc1ccc(Br)cc1	8	98	14	0	2	-4	-3	14	-7	-2.7
Cc1ccccc1-n1cc(CNC(=O)C2CCC(=O)N(C3CC3)C2)cn1 (configuration not stated)	11	95	2	-4	1	-2	5	27	-3	-0.3
